# Screens from PubChem BioAssay.
# Ecoli tolC: E. coli tolC mutant growth inhibition. E. coli BW25113 tolC mutant growth, OD615. growth inhibition, % at 10 µM (by protocol). hit rate 2.2% among 65,000. AID 573;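 active = growth inhibition at or above a cutoff equal to the mean over every tested compound plus 3 SD, cut at about 60% in these data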;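 also: growth measured after 20 h incubation at 37 °C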
#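 Doses: one dose of 10 µM final / Material: E. coli BW25113 ΔtolC::kan, tolC deletion mutant strain / Buffer or medium: LB with kanamycin 50 µg/mL / Evaluation: percent growth inhibition / Detection: optical density read at 615 nm / Incubation: 37 °C, 20 h exposure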
# CatB inh: human cathepsin B inhibition; purified cathepsin B, fluorogenic substrate, fluorescence; hit rate 0.1% among 63,000; P07858; AID 453; inhibition, %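 (tested at 10 µM)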; in the data active = inhibition above about 21%;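 also: 0% = enzyme with no compound and 100% = no enzyme blank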
# DUSP1 inh: human dual specificity phosphatase 1 inhibition. recombinant MKP-1, OMFP hydrolysis fluorescence. P28562. hit rate 0.15% among 65,000. inhibition, %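 (compounds tested at a single concentration somewhere between 10 and 100 µM)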;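 active = inhibition above about 50%, limit read from the data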;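 also: 0% = DMSO max control wells and 100% = wells with enzyme stopped by NaOH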
# Target sequence (P28562 whole entry, looked up): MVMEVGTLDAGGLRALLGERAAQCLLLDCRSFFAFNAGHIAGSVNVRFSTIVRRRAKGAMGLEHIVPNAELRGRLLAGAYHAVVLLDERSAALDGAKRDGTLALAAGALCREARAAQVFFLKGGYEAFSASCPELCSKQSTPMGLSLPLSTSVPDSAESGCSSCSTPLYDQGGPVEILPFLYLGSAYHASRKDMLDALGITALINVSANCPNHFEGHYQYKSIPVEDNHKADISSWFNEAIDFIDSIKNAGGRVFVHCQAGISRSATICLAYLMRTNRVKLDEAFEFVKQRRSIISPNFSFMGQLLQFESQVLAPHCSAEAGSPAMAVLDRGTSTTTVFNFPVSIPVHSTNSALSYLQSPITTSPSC
# Cdc25B inh: human M-phase inducer phosphatase 2 inhibition. AID 368. inhibition, %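 (compounds tested at 10 µM final in the well)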. recombinant Cdc25B, OMFP fluorescence Ex485/Em525. P30305. hit rate 0.1% among 65,000; in the data active = inhibition above about 50%
# AP complement: orthogonal test for alternative complement pathway inhibitors. Human serum alternative complement pathway, LPS-coated ELISA, C3 deposition; tested in compound mixtures. inhibition, % at 5 µM. hit rate 0.08% among 62,000. AID 1235;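 active = inhibition above 30% in each of the two pooled mixtures holding the compound, so the lower value exceeds 30%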;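 also: 0% = serum in Mg-EGTA without compound and 100% = EDTA serum blank; some compounds past the cut are filed as inactive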
#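 Assay system: human serum alternative complement pathway, C3 deposition on LPS-coated wells; Dosing: 5 µM per compound in ten-compound mixtures; Detection: Anti-C3 ELISA, OD 450 nm; Buffer or medium: Mg2+-EGTA GVB++ buffer containing human serum at 1:15 dilution; Timing: 1 h at 37 °C; Replication: two different pools per compound.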
# D1 allo mod: allosterically modulates the human D1 dopamine receptor. P21728. HEK293 D1, CRE-luciferase, dopamine EC30 potentiation; actives deviate in either direction. B-score at 10 µM. hit rate 5.9% among 58,000. AID 641;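 active = luminescence count or its row- and column-corrected plate score outside the 99.7% band of the plate's sample wells, on either side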
# Target sequence (P21728 whole entry, looked up): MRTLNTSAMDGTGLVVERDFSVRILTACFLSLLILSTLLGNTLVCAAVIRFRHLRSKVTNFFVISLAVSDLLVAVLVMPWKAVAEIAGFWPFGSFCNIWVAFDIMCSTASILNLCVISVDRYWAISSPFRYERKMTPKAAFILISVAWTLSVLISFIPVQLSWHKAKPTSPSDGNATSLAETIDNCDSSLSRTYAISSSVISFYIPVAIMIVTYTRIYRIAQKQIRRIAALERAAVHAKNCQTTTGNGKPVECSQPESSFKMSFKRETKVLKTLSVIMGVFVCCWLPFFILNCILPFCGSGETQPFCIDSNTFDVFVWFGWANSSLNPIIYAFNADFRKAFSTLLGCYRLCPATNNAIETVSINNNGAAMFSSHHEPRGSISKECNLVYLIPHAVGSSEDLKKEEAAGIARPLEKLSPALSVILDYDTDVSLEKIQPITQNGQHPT
# CatB mix inh: human cathepsin B inhibition by mixtures; P07858; hit rate 0.06% among 62,000; inhibition, %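 (ten-compound pools at 5 µM per compound and 50 µM total)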; AID 488; Purified cathepsin B, AMC dipeptide fluorescence, compound mixtures; in the data active = inhibition above about 22%, passing the limit was not always enough;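 also: 0% = enzyme without compound and 100% = no enzyme blank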
# Ec RNAP inh: Escherichia coli RNA polymerase inhibition. E. coli RNA polymerase, fluorescence transcription assay. hit rate 0.2% among 62,000. inhibition, %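 (tested at 10 µM)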. P0A8V2; in the data active = inhibition above about 20%;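 also: 0% = enzyme without compound and 100% = no enzyme blank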
# Hsp90 block: displaces geldanamycin probe from tumor Hsp90. NCI-N417 lysate Hsp90, Cy3B-geldanamycin FP displacement. inhibition, % at 30 µM. hit rate 0.35% among 64,000;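 active = inhibition above 50%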;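 also: 0% = tracer plus lysate wells and 100% = tracer alone without lysate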
# An asterisk follows results filed as active; / = not tested or not shown.
no.	compound	Ecoli tolC	CatB inh	DUSP1 inh	Cdc25B inh	AP complement
1	Cc1cccc(N)c1SC1CCCCC1O (stereo not drawn)	0	1	-22	17	/
2	COc1cccc(C2C(C(=O)c3cc4cccc(OC)c4o3)=C(O)C(=O)N2c2cc(C)on2)c1OC (stereo not drawn)	30	7	43	1	9
3	O=C(c1cnc2n(c1=O)CCS2)N1CCCc2ccccc21	-13	/	8	-8	/
4	O=C(NC1CCCC1)c1c[nH]c2ccc(F)cc2c1=O	15	1	-9	-5	12
5	CC(NC(=O)COc1cc(=O)n(C)c2ccccc12)c1ccc2c(c1)OCCO2 (stereo not drawn)	4	-3	3	-4	10
6	COc1cccc(OCCn2c(C)c(/C=N/n3cnnc3)c3ccccc32)c1	-2	3	6	-8	4
7	O=c1cc(NCc2ccccc2)nc2n1CCCS2	0	5	-7	8	-9
8	CCOC(=O)c1sc(NC(=O)CSc2nc3c(cc2C#N)CCCCCC3)c(C#N)c1C	-17	2	24	9	6
9	COCCC(=O)N(Cc1ccc2c(c1)OCO2)C(C(=O)NC1CCCCC1)c1ccncc1 (stereo not drawn)	2	2	9	-14	-5
10	CCn1ncc(C2=NOC(C(=O)NCc3ccc(Cl)cc3)C2)c1C (stereo not drawn)	-3	5	-2	-5	9

no.	D1 allo mod	CatB mix inh	Ec RNAP inh	Hsp90 block
1	-0.74	/	6	-3
2	0.58	2	-2	-7
3	1.1	/	/	-2
4	1.6	6	4	-12
5	0.18	0	7	0
6	1.9	-1	-3	-1
7	-0.85	0	4	-5
8	0.28	3	2	-2
9	0.52	5	-2	4
10	3.2	1	10	0

# (more compounds)
no.	compound	Ecoli tolC	CatB inh	DUSP1 inh	Cdc25B inh	AP complement
11	CCOC(=O)N1CCC(NC(=O)c2cc3c(-c4ccc(OC)c(OC)c4)nn(C)c3s2)CC1	-9	2	6	-2	5
12	CC1CC(=O)C=C(O)C1C(=O)OC(C)(C)C (stereo not drawn)	-21	-4	-8	2	20
13	Cc1ccc2[nH]c(=O)c(CN(CCCN3CCOCC3)C(=O)NC3CCCCC3)cc2c1	-4	5	11	-8	8
14	CCCc1c(C)c2cc(C)ccc2[nH]c1=O	2	-7	10	-3	20
15	CCc1ccc2[nH]c(=O)c(CN(CCCN3CCOCC3)C(=O)Nc3ccc(Cl)cc3)cc2c1	6	0	33	-16	9
16	Cc1ccc(C)c(-n2nnnc2SCC(=O)Nc2cccc(-c3nnc4n3CCCCC4)c2)c1	30	5	13	-11	1
17	O=C(NC1CCS(=O)(=O)C1)c1cccc(S(=O)(=O)N2CCCCC2)c1 (stereo not drawn)	-16	3	-12	-9	10
18	CC(C)CCNC(=O)NC(=O)COC(=O)C1=COCCO1	-17	-2	-8	1	15
19	Cc1ccc(-c2cc(C(=O)NCc3ccc4c(c3)OCO4)[nH]n2)c(O)c1C	5	2	-8	7	3
20	CCN(c1ccccc1)S(=O)(=O)c1ccc(NCC2COc3ccccc3O2)nc1 (stereo not drawn)	62*	2	4	-3	21

no.	D1 allo mod	CatB mix inh	Ec RNAP inh	Hsp90 block
11	-2.4	0	-3	2
12	-0.031	-5	-8	0
13	/	3	11	-2
14	1.2	0	-1	-3
15	0.82	-2	-3	-2
16	-0.79	-2	11	/
17	-0.045	0	2	-1
18	-0.42	36	2	-2
19	-0.049	2	/	6
20	1.7	3	5	-5

# The listing continues.
no.	compound	Ecoli tolC	CatB inh	DUSP1 inh	Cdc25B inh	AP complement
21	Cc1cccc(CS(=O)(=O)Cc2ccc(C(=O)NCc3cccnc3)o2)c1	-23	2	-1	5	17
22	O=C(NCc1ccccn1)c1cc2ccccc2oc1=O	-25	5	7	-4	23
23	Cc1onc(-c2ccccc2Cl)c1C(=O)Nc1cccc2nsnc12	-13	-1	-15	1	13
24	COc1ccc(N2CCn3c2nc2c3c(=O)n(CCCc3ccccc3)c(=O)n2C)c(OC)c1	-5	-1	26	-18	15
25	Clc1ccc(Cc2noc(Cc3ccccc3)n2)cc1Cl	32	1	4	-16	0
26	CC1CCCN(CCCNC(=O)C2CC(=O)N(c3ccc(F)c(Cl)c3)C2)C1 (stereo not drawn)	-17	2	-7	-5	-6
27	Cc1cc(C)n(-c2nc(C)nc(NCc3ccccc3)n2)n1	13	-5	27	-9	8
28	CC(C)c1nc2oc3c(NCc4cccnc4)ncnc3c2c2c1CCC2	/	0	22	-6	9
29	CC(=O)Nc1cc(NC(=O)C2C3C=CC(C3)C2C(=O)O)ccc1Cl (stereo not drawn)	-12	2	21	-16	2
30	O=C(NC12CC3CC(CC(C3)C1)C2)N1CCC(O)(c2ccc3c(c2)OCO3)CC1	-11	-1	-2	-10	13

no.	D1 allo mod	CatB mix inh	Ec RNAP inh	Hsp90 block
21	-1.2	2	4	-5
22	0.015	4	4	-2
23	-0.025	0	-5	-1
24	-1.3	1	0	-2
25	-0.032	38	5	-5
26	0.77	-1	0	-3
27	6.7*	3	/	/
28	/	3	2	-4
29	0.34	2	5	-1
30	0.31	5	8	-2

# (continued)
no.	compound	Ecoli tolC	CatB inh	DUSP1 inh	Cdc25B inh	AP complement
31	COC(=O)c1ccccc1S(=O)(=O)N1CCC(c2nc3ccccc3o2)CC1	19	4	-14	-12	9
32	COC(=O)C1(C)NC(c2ccc(O)cc2)C2C(=O)N(c3ccc4c(c3)OCCO4)C(=O)C21 (stereo not drawn)	-4	1	0	-19	10
33	COC(=O)C1C(=O)CC(C)(O)C(C(=O)OC)C1c1ccccc1F (stereo not drawn)	9	2	3	4	4
34	Cc1ccc(S(=O)(=O)Cn2nnnc2CN2CCN(Cc3ccc4c(c3)OCO4)CC2)cc1	-2	-4	13	-12	13
35	NNC(=O)c1ccncc1	4	2	-16	1	28
36	O=C(Cn1c(-c2ccccc2)noc1=O)NCc1ccccc1	-27	1	6	2	9
37	c1ccc(CCc2nc(-c3ccccn3)no2)cc1	0	2	-7	-12	13
38	CCOC(=O)N1CCN(C(=O)C2CC(c3ccc(F)cc3)=NO2)CC1 (stereo not drawn)	-24	3	7	-7	15
39	CCOC(=O)N1CCN(C(=O)CN(Cc2ccc(Cl)cc2)S(C)(=O)=O)CC1	-15	2	8	-5	13
40	CCCOc1ccc(Cc2nn3c(=O)/c(=C/c4ccco4)sc3nc2=O)cc1	6	1	13	11	19

no.	D1 allo mod	CatB mix inh	Ec RNAP inh	Hsp90 block
31	-0.73	2	4	3
32	-0.55	-1	6	-1
33	/	-4	12	-5
34	0.78	-4	-2	2
35	-0.067	3	10	0
36	-0.0061	-3	/	-2
37	-0.43	17	3	2
38	0.51	2	3	-1
39	1.2	1	3	-2
40	-0.16	3	4	-13

# (listing goes on)
no.	compound	Ecoli tolC	CatB inh	DUSP1 inh	Cdc25B inh	AP complement
41	CCOC(=O)N1CCC(NC(=O)CCC(=O)N2CC(C)Oc3ccc(C)cc32)CC1 (stereo not drawn)	-2	5	10	11	3
42	Cc1ccc(Cl)cc1NC(=O)Cn1cccc1	-3	1	7	-7	8
43	O=C(COC(=O)CCc1c[nH]c2ccccc12)NC1CCS(=O)(=O)C1 (stereo not drawn)	-5	8	8	-8	3
44	CCN(CC)C(=O)c1cncc(C(=O)N(CC)CC)c1-c1ccccc1	-1	4	5	-6	0
45	O/N=C1/C2C3CC4C5C3C1C5C1(OCCO1)C42 (stereo not drawn)	-12	2	15	-18	25
46	COc1ccc(OC)c(NC(=O)C2CCCN2C(=O)OCc2ccccc2)c1 (stereo not drawn)	5	/	-2	-5	/
47	O=C(NCc1ccc2c(c1)OCO2)c1cccc(Cl)c1	-13	4	-4	2	2
48	Cc1cccc2cc3c(nc12)SC(=NCC1CCCO1)N(Cc1ccco1)C3 (stereo not drawn)	29	-5	14	3	14
49	O=C(NCc1ccco1)Nc1ccc(Br)cc1	3	-4	11	5	14
50	CCCn1c(=O)c2ccccc2n2c(SCCOc3ccccc3)nnc12	6	4	11	19	5

no.	D1 allo mod	CatB mix inh	Ec RNAP inh	Hsp90 block
41	0.017	4	4	2
42	-0.81	1	6	-5
43	-0.016	4	2	-2
44	-4.7	3	6	-3
45	-0.013	2	4	/
46	-0.67	/	/	-1
47	0.019	4	11	3
48	-0.19	4	8	-3
49	0.017	-2	0	2
50	4.7*	3	2	-3

# Single records, from the list above. Order of screens: Ecoli tolC | CatB inh | DUSP1 inh | Cdc25B inh | AP complement | D1 allo mod | CatB mix inh | Ec RNAP inh | Hsp90 block
# O=C(NCc1ccc2c(c1)OCO2)c1cccc(Cl)c1 reads -13 | 4 | -4 | 2 | 2 | 0.019 | 4 | 11 | 3
# O/N=C1/C2C3CC4C5C3C1C5C1(OCCO1)C42 (stereo not drawn) reads -12 | 2 | 15 | -18 | 25 | -0.013 | 2 | 4 | /
# O=C(COC(=O)CCc1c[nH]c2ccccc12)NC1CCS(=O)(=O)C1 (stereo not drawn) reads -5 | 8 | 8 | -8 | 3 | -0.016 | 4 | 2 | -2
# O=C(NCc1ccco1)Nc1ccc(Br)cc1 reads 3 | -4 | 11 | 5 | 14 | 0.017 | -2 | 0 | 2
# CCCn1c(=O)c2ccccc2n2c(SCCOc3ccccc3)nnc12 reads 6 | 4 | 11 | 19 | 5 | 4.7* | 3 | 2 | -3

# Continuation:
no.	compound	Ecoli tolC	CatB inh	DUSP1 inh	Cdc25B inh	AP complement
51	Cc1cc(NCc2ccc(F)cc2Cl)n2nnnc2n1	-4	1	8	-14	3
52	O=C(NC1CCCC1)C1CCCN1C(=O)Nc1ccccc1Cl (stereo not drawn)	-8	4	7	-16	-7
53	CC(C)c1nnc(NC(=O)CCS(=O)(=O)c2nc(-c3cccs3)cc(C(F)(F)F)n2)s1	23	3	4	1	-1
54	CC(=O)N1CCCc2cc(S(=O)(=O)Nc3ccc4c(c3)OCO4)ccc21	1	4	-9	-12	11
55	CC(=O)c1cccc(NC(=O)NC(C)C2CCCO2)c1 (stereo not drawn)	-17	3	-1	-3	2
56	Cc1ccc(S(=O)(=O)N(CC(O)CN2CCCC2)c2ccccc2)cc1 (stereo not drawn)	5	2	-13	-2	-13

no.	D1 allo mod	CatB mix inh	Ec RNAP inh	Hsp90 block
51	0.29	-4	8	-6
52	-0.5	4	5	0
53	0.12	0	4	-1
54	-0.067	-2	2	36
55	0.32	1	9	-3
56	-1.3	1	/	-3

# An excerpt of these results, with one line to a screen:
51: Cc1cc(NCc2ccc(F)cc2Cl)n2nnnc2n1
52: O=C(NC1CCCC1)C1CCCN1C(=O)Nc1ccccc1Cl (stereo not drawn)
53: CC(C)c1nnc(NC(=O)CCS(=O)(=O)c2nc(-c3cccs3)cc(C(F)(F)F)n2)s1
54: CC(=O)N1CCCc2cc(S(=O)(=O)Nc3ccc4c(c3)OCO4)ccc21
55: CC(=O)c1cccc(NC(=O)NC(C)C2CCCO2)c1 (stereo not drawn)

assay / compound	51	52	53	54	55
Ecoli tolC	-4	-8	23	1	-17
CatB inh	1	4	3	4	3
DUSP1 inh	8	7	4	-9	-1
Cdc25B inh	-14	-16	1	-12	-3
AP complement	3	-7	-1	11	2
D1 allo mod	0.29	-0.5	0.12	-0.067	0.32
CatB mix inh	-4	4	0	-2	1
Ec RNAP inh	8	5	4	2	9
Hsp90 block	-6	0	-1	36	-3

# Compounds were not picked by outcome. About 7.6% of those tested had a hit in this group.
